High-throughput results: PubChem BioAssay, several laboratories
b-catenin transl: modulators of beta-catenin nuclear translocation | HeLa beta-catenin nuclear translocation, immunofluorescence imaging | AID 1665 | nuclear translocation activity, % at 5 µM | actives 0.3% (n = 190,000);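 active means nuclear translocation activity above 50% at 5 µM, with a well cell count of 50 or more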;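 further: per-cell ratio of nuclear to cytoplasmic median beta-catenin stain intensity; plate controls were DMSO negative control for no effect and GSK-3 inhibitor IX positive control for full effect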
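assay system = human HeLa cells, endogenous beta-catenin | times = compound treatment 24 h, 37°C, 5% CO2 | detection = Anti-beta-catenin immunofluorescence on PFA-fixed, Triton-permeabilized cells, DAPI nuclei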
Lipid droplet: hepatic lipid droplet formation modulation | AML12 mouse hepatocytes, oleate lipid droplets, BODIPY imaging | inhibition, % at 6.5 µM | actives 0.4% (n = 240,000);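 active means lipid droplet intensity inhibited by at least 50%, with more than 500 cells counted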
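System: AML12 hepatocytes (mouse). Probe or stimulus: oleic acid at 100 µM to induce lipid droplet formation. Times: overnight treatment with compound plus oleate. Detection: Image-based BODIPY and DAPI two-channel analysis. Evaluation: percent inhibition of filter-corrected integrated lipid droplet intensity per well.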
Insulin prom up: MIN6 insulin promoter up-regulation; MIN6 insulin promoter-GFP reporter, high-content imaging; stronger effect = higher value; z-score at 5 µM; actives 0.3% (n = 190,000);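 active means z-score above 3 at 5 µM with at least 500 cells counted in the well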
Salmonella PhoP GFP: PhoP-dependent GFP reporter repression – Salmonella Typhimurium, primary screen (AID 1863). actives 0.16% (n = 300,000). S. Typhimurium PhoP-regulated promoter GFP reporter, 4 h; higher % means a stronger effect. inhibition, % at 50 µM, or IC50 in µM where a hit was titrated;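 active means inhibition over 29.93%, a cutoff 3 SD above the screen mean, later confirmed by dose response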;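 further: 0% = low Mg2+ inducing control and 100% = high Mg2+ repressing control; strong numbers were not always called active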
Autophagy mod: autophagy modulation, high-content screen; MEF GFP-LC3 puncta imaging; test concentration mostly 10 µM; calls only at 10 µM (by protocol); actives 0.98% (n = 190,000); AID 463193;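 active means percentage of spot-positive cells more than 3 SD above its plate mean, without a fluorescence outlier flag or 80% toxicity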;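 further: spot-positive cell cutoff set from DMSO-treated cells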
Dynein cargo inh: dynein cargo transport inhibition; 3617.4 mouse cells, GR-EGFP nuclear translocation imaging; test concentration mostly 20 µM; stimulated with dexamethasone, 1 µM; stronger effect = lower value; z-score, hits read low; actives 0.47% (n = 220,000); AID 1381;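 active means plate z-score of nuclear minus cytoplasmic receptor signal below a set negative limit, without overly bright fluorescence or cell loss, cut at about -3.5 in these data, passing the limit was not always enough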;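 further: z-score of nuclear minus cytoplasmic ring GR-EGFP intensity difference per well; some compounds called inactive have numbers as strong as hits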
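Schedule: 48 h induction, then 1 h compound, then 30 min agonist, 37 °C. Buffer or medium: tetracycline-free induction medium containing charcoal-stripped FBS. Reagent: 1.0 µM final dexamethasone stimulus. Evaluation: nuclear versus cytoplasmic GR-EGFP signal, averaged per well. Signal: high-content fluorescence imaging after fixation.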
T cell modulator: T cell immune modulators affecting CD8 T cell-vesicle binding; calls only at 7 µM; actives 0.068% (n = 330,000); 2C CD8+ T cell-vesicle binding, flow cytometry; stronger effect = lower value;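 active means response, share of CD8 T cells binding vesicles, and their 90th percentile fluorescence all below set limits, cut at about 80% in these data, passing the limit was not always enough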
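Read-out – percent CD8+ FL2 mean versus row control · System – murine 2C transgenic CD8+ T lymphocytes · Times – 1.5 h cell–vesicle binding at 37 °C, then 20 min icy labelling · Control set – naked vesicles low, QL9 vesicles with vehicle high · Detection – cytometric PE anti-B7-1 and Alexa647 anti-CD8 signals after 1% paraformaldehyde fixation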
ER stress rescue: rescue of cells from ER stress-induced death, primary screen, 384-well, CSM14.1, thapsigargin, ATP luminescence (AID 1222); CSM14.1 thapsigargin-induced death rescue, ATP luminescence; higher % means a stronger effect; cellular ATP content (survival), % at 20 µM, or EC50 in µM where a hit was titrated; 190,000 tested, under 10 active;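 active means EC50 below 50 µM in the dose-response confirmation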;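 further: death triggered by thapsigargin at about 15 µM added after 2 h compound pretreatment; cell ATP read after overnight thapsigargin exposure of roughly 18 to 22 hours; normalized against plate controls of thapsigargin alone and 5% DMSO vehicle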
MT stabilize HCS: microtubule stabilization, imaging screen; actives 0.83% (n = 200,000); HeLa tubulin immunostaining HCS, 24 h; share of cells brighter than vehicle mean+2SD; % tubulin-high responders, % at 10 µM; AID 2205;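 active means plate Z-score above 3 for both tubulin-high and condensed-nucleus cell shares, with cell loss under 80%, at 10 µM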;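 further: anti alpha tubulin signal scored within the nucleus-defined area of each cell; some results filed as inactive read as strong as hits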
Dynein cargo inh cytoplasmic EGFP: further read-out of Dynein cargo inh, marked with its call; z-score; measured here: cytoplasmic GR-EGFP intensity; stronger effect = higher value
Dynein cargo inh nuclear GR-EGFP: recorded beside Dynein cargo inh, whose call it bears; z-score; measured here: nuclear GR-EGFP intensity;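 lower value marks the stronger effect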
Dynein cargo inh cell count: also measured in Dynein cargo inh; calls as there; z-score; measured here: cell count per field
Insulin prom up cell count: further read-out of Insulin prom up, marked with its call; cell count; measured here: cytotoxicity, nuclei count;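 total cells summed across four imaged fields per well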
Lipid droplet cells 6.5 µM: also measured in Lipid droplet; calls as there; cell count; measured here: cell count, cytotoxicity flag;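 cells counted across two imaged fields per well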
b-catenin transl cell count 5 µM: recorded beside b-catenin transl, whose call it bears; cell count; measured here: cell count, cytotoxicity flag
T cell modulator vesicle-bound %: further read-out of T cell modulator, marked with its call; double positive events, %; measured here: CD8+ vesicle-bound cell fraction;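 binding gate set so that unloaded-vesicle control wells show 10% double positive cells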
MT stabilize HCS Hoechst-high %: recorded beside MT stabilize HCS, whose call it bears; % Hoechst-high responders; measured here: nuclear condensation Hoechst responders;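 share of cells brighter than vehicle mean plus two SD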
MT stabilize HCS cytotoxicity %: also measured in MT stabilize HCS; calls as there; toxicity, %; measured here: cytotoxicity by cell density;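 0% = mean cell density of plate MIN control wells and 100% = no cells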
Autophagy mod cell loss 18 h: recorded beside Autophagy mod, whose call it bears; toxicity, %; measured here: cell loss, nuclei count;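 cell loss after 18 h compound exposure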
An asterisk follows results filed as active; i = inactive; x = no result given.

Molecule	b-catenin transl	b-catenin transl cell count 5 µM	Lipid droplet	Lipid droplet cells 6.5 µM	Insulin prom up	Insulin prom up cell count	Salmonella PhoP GFP	Autophagy mod	Autophagy mod cell loss 18 h	Dynein cargo inh	Dynein cargo inh cytoplasmic EGFP	Dynein cargo inh nuclear GR-EGFP	Dynein cargo inh cell count	T cell modulator	T cell modulator vesicle-bound %	ER stress rescue	MT stabilize HCS	MT stabilize HCS Hoechst-high %	MT stabilize HCS cytotoxicity %
O=C(c1cc(-c2cccs2)on1)N1CCN(c2ccccc2)CC1	-0.9	934	x	x	-0.01	1457	1.4%	i	-1.4	2.39	-0.176	1.69	-1.3	i	22.0	-0.8%	3.4	1.4	1.3
CCOC(=O)CSc1nnc(CNC(=O)c2ccc(S(=O)(=O)N(C)C)cc2)n1C	-5.4	1098	8.1	696	0.7	1541	-4.5%	i	-20.8	-0.246	-0.261	0.198	0.16	i	34.8	0.5%	5.3	1.9	2.1
COC(=O)C(C)NS(=O)(=O)c1ccc(NC(C)=O)cc1 (stereo unspecified)	-0.3	809	x	x	2.58	1626	-6.9%	i	24.0	-0.36	-0.16	0.151	0.733	i	8.2	-1.3%	4.2	1.4	3.7
CCOc1cccc(C2C(C(=O)c3ccc(C)o3)=C(O)C(=O)N2Cc2ccncc2)c1 (stereo unspecified)	-0.8	1305	x	x	-0.17	1553	-3.6%	i	-1.5	0.305	-0.214	0.138	0.0659	i	33.7	-0.8%	2.5	1.9	14.3
COC(=O)Cc1ccc(NC(=S)NC(C)(C)C)cc1	-6.7	1167	3.0	647	0.33	1527	-4.8%	i	-18.3	-0.673	-0.264	-0.208	1.22	i	17.0	-1.9%	2.8	1.9	9.5
Cc1ccc(C(=O)Nc2ccc(C(=O)N3CCCCC3)cc2)cc1	0.5	931	5.4	671	0.15	1613	-6.0%	i	-17.7	-0.45	-0.159	-0.136	0.28	i	57.4	-2.4%	5.2	2.1	6.7
Cc1ccc(CNC(=O)C(OC(=O)c2ccco2)C(C)C)cc1 (stereo unspecified)	-4.2	720	x	x	1.22	1183	4.4%	i	-6.1	0.559	-0.198	0.519	0.768	i	35.0	-1.5%	1.9	3.9	7.0
CCCCC(=O)Nc1cccc(NC(=O)c2ccc(Br)cc2)c1	x	x	x	x	x	x	5.4%	i	20.8	-0.882	-0.2	-0.135	0.327	i	17.4	-1.0%	2.3	1.9	9.4
COC(=O)c1cc(OC)c(OC)cc1NC(=O)c1ccc(C)cc1	-3.6	1211	4.9	771	x	x	-2.1%	i	-5.7	-0.00714	0.303	-0.0606	-0.0658	i	12.2	2.2%	1.2	1.9	4.2
C#CC[N+]1(CC#Cc2ccccc2)CCCC1	-0.1	1310	x	x	1.3	1452	0.9%	i	2.6	-0.481	-0.108	-0.27	0.341	i	6.4	1.2%	1.7	0.9	4.0
COc1cc(C2C(C(=O)c3ccc(C)o3)=C(O)C(=O)N2Cc2cccnc2)ccc1O (stereo unspecified)	-2.0	1172	1.8	711	-0.82	1282	6.1%	i	1.7	0.0276	-0.224	0.264	-0.464	i	26.6	-1.9%	1.4	1.3	4.9
Cc1ccc(NC(=O)COC(=O)CSC(=S)N2CCOCC2)cc1	0.8	1047	-27.6	641	-0.27	1401	2.1%	i	3.5	-0.951	-0.153	-0.494	0.115	i	43.4	-1.8%	2.5	2.2	10.2
Cc1cc(C)c2c(n1)sc1c(N3CCN(C)CC3)ncnc12	1.1	1334	13.5	737	-0.6	1052	-8.1%	x	x	-0.746	-0.0181	-0.0238	0.00332	i	8.6	x	x	x	x
O=C(O)CCn1c(CO)nc2ccccc21	0.0	1627	-1.1	626	0.32	1485	-1.8%	i	-2.0	0.183	-0.267	0.0606	0.721	i	67.5	-0.5%	2.4	1.9	3.2
C=CCC(O)c1c(-c2ccccc2)nn(C)c1Cl (stereo unspecified)	-0.7	1088	-0.4	744	-0.27	1393	5.2%	i	-1.9	0.416	-0.214	0.242	-0.41	i	47.6	-1.6%	2.4	1.5	3.3
CCCc1nc(NC2CCCCC2)c(C#N)c2c1COC(C)(C)C2	-7.8	969	x	x	-0.09	1099	-5.2%	i	1.9	0.126	0.0372	0.462	-0.327	i	34.3	-3.5%	3.4	2.9	4.9
O=C(c1ccco1)N1CCN(CC(=O)N(C2CCCCC2)C2CCS(=O)(=O)C2)CC1 (stereo unspecified)	x	x	17.5	713	-0.25	1298	0.1%	i	4.8	0.583	-0.231	0.435	0.471	i	27.7	x	2.4	1.5	20.2
CCN(Cc1ccccc1)C(=O)COC(=O)c1cc(Cl)nc(Cl)c1	-0.4	1121	16.3	674	0.23	1249	13.0%	i	20.2	0.104	-0.262	0.484	0.307	i	20.7	0.3%	6.6	1.6	9.0
CCN(CC)CCN(Cc1cc2cc3c(cc2[nH]c1=O)OCCO3)C(=S)NCC1CCCO1 (stereo unspecified)	-0.2	1423	1.7	635	0.29	1435	-0.1%	i	-8.3	-0.625	-0.328	-0.78	0.669	i	49.3	-1.1%	3.8	1.7	13.3
O=C(CSCCO)Nc1ccc(C23CC4CC(CC(C4)C2)C3)cc1	0.3	1191	-6.4	669	x	x	0.6%	i	-9.6	-1.4	-0.207	-0.604	-0.0606	i	26.3	-3.5%	2.1	1.7	2.6

Given with two lines to a compound: two of the compounds above.
Second line of a record – b-catenin transl	b-catenin transl cell count 5 µM	Lipid droplet	Lipid droplet cells 6.5 µM	Insulin prom up	Insulin prom up cell count	Salmonella PhoP GFP	Autophagy mod	Autophagy mod cell loss 18 h	Dynein cargo inh	Dynein cargo inh cytoplasmic EGFP	Dynein cargo inh nuclear GR-EGFP	Dynein cargo inh cell count	T cell modulator	T cell modulator vesicle-bound %	ER stress rescue	MT stabilize HCS	MT stabilize HCS Hoechst-high %	MT stabilize HCS cytotoxicity %
> CCCCC(=O)Nc1cccc(NC(=O)c2ccc(Br)cc2)c1
→ x	x	x	x	x	x	5.4%	i	20.8	-0.882	-0.2	-0.135	0.327	i	17.4	-1.0%	2.3	1.9	9.4
> O=C(c1ccco1)N1CCN(CC(=O)N(C2CCCCC2)C2CCS(=O)(=O)C2)CC1 (stereo unspecified)
→ x	x	17.5	713	-0.25	1298	0.1%	i	4.8	0.583	-0.231	0.435	0.471	i	27.7	x	2.4	1.5	20.2

(list continues)
Molecule	b-catenin transl	b-catenin transl cell count 5 µM	Lipid droplet	Lipid droplet cells 6.5 µM	Insulin prom up	Insulin prom up cell count	Salmonella PhoP GFP	Autophagy mod	Autophagy mod cell loss 18 h	Dynein cargo inh	Dynein cargo inh cytoplasmic EGFP	Dynein cargo inh nuclear GR-EGFP	Dynein cargo inh cell count	T cell modulator	T cell modulator vesicle-bound %	ER stress rescue	MT stabilize HCS	MT stabilize HCS Hoechst-high %	MT stabilize HCS cytotoxicity %
CC(=O)N(C(C)=O)c1c(N2CCOCC2)c2ccccc2oc1=O	-0.3	1048	-6.9	769	-0.39	1271	-0.6%	i	-1.5	0.566	-0.224	0.3	-0.415	i	29.4	0.0%	1.4	2.1	0.3
CCN(CC)CCCNC(=O)C1CCN(C(=O)c2cc3sccc3n2Cc2ccc(F)cc2)CC1	x	x	7.2	716	0.46	845	3.4%	i	-1.2	-0.499	-0.19	0.085	0.458	i	12.4	-0.9%	3.3	3.3	11.8
COc1cc(C(CC(=O)O)n2cnnn2)ccc1OC(C)C (stereo unspecified)	-2.0	1148	15.6	748	x	x	2.1%	i	-31.3	-1.09	-0.28	-0.504	1.28	i	46.1	-1.0%	1.9	1.4	5.8
COc1cccc(C(=O)C2CCCN(Cc3ccc(OC)c(Cn4cncn4)c3)C2)c1 (stereo unspecified)	1.2	1252	-10.5	694	-0.96	1054	0.7%	x	x	-0.229	-0.227	-0.224	0.416	i	32.2	x	x	x	x
CC(=O)Nc1ccc(C(=O)Nc2nc(-c3cc(C)n(Cc4ccccc4)c3C)cs2)cc1	1.1	959	0.9	569	-1.86	1200	43.6%	i	-0.3	0.0652	-0.151	0.114	-0.1	i	6.2	-3.3%	2.1	1.9	4.4
O=C1CN(c2nc3nonc3nc2N2CCCCC2)CCN1	0.0	1005	-7.6	706	-0.39	1445	-2.7%	i	-2.9	0.356	-0.339	0.0444	1.03	i	43.1	-1.3%	1.4	1.8	0.3
